Rac1 mut GTP: alters GTP binding to activated mutant human Rac1; 190,000 compounds, 0.11% hits; GST-Rac1 activated beads, fluorescent GTP binding, flow cytometry; actives lie on both sides; 100% means binding = to untreated wells; percent activity (GTP binding), % at 10 µM;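 active means GTP binding at least 20 percentage points away from the 100% baseline, in either direction, so actives lie on both sides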
Pf gamet viab: P. falciparum stage V gametocyte viability inhibition. inhibition, % at 10.9 µM. 150,000 compounds, 0.065% hits. P. falciparum stage V gametocytes, ATP luminescence, 24 h. AID 743093;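 active means inhibition above the mean plus 3 SD of compounds within the control limits, set per campaign, cut at about 38% in these data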;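 further: 0% = DMSO wells and 100% = medium only without gametocytes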
Rac1 wt modul: modulators of human Rac1 wildtype GTP binding; AID 757; P63000; 190,000 compounds, 0.27% hits; GST-Rac1 beads, fluorescent GTP binding, flow cytometry; actives lie on both sides; 0 = cold GTP competed, 100 = untreated; GTP binding activity (% of control), % at 10 µM;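 active means GTP binding activity at least 20 points away from the 100% control level, either lower or higher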
Cdc42 wt: modulators (inhibitors or activators) of GTP binding to human Cdc42 wildtype; P60953; GST-Cdc42 beads, Bodipy-GTP binding, flow cytometry; actives lie on both sides; percent activity (GTP binding), % at 10 µM; 190,000 compounds, 0.2% hits;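 active means percent activity GTP binding at least 20 points away from the 100% baseline, either down as inhibitor or up as activator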;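 further: median bead fluorescence of bound Bodipy-FL-GTP at 100 nM; 0% = excess unlabeled GTP control and 100% = no compound control; below 100% means less GTP binding so inhibitor and above means activator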
Avidin bead fluor: avidin bead compound fluorescence profile; fluorescence (KMESF) at 10 µM; Avidin beads, compound fluorescence 488/530 nm, flow cytometry; stronger effect = higher value; 220,000 compounds, 0.38% hits; in the data active means fluorescence above about 47; further: inactives centre near 10
Mcl1-Noxa inh: Mcl-1/Noxa interaction inhibition | Q07820 | TR-FRET Mcl-1/Noxa peptide binding, 2 h | inhibition, % at 21.7 µM | 220,000 compounds, 1.5% hits;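 active means compounds that cut the protein-peptide binding signal by more than 50% relative to plate controls in a single-dose test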;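 further: His-tagged Mcl-1 with rhodamine Noxa BH3 peptide and terbium anti-His antibody; 0% = Mcl-1 plus Noxa peptide wells and 100% = peptide-only wells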
Rab2A wt mod: changes GTP binding to wildtype dog Rab2A, up or down; 190,000 compounds, 0.19% hits; GST-Rab2 wt beads, Bodipy-GTP binding, flow cytometry; GTP binding activity, % at 10 µM; P61105;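 active means GTP binding activity at least 20 points away from 100%, either lowered or raised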;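 further: 0% = beads with excess unlabeled GTP and 100% = no-compound control corrected for plate trend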
Rab7 wt GTP bind: modulators of GTP binding to dog Rab7 wildtype GTPase | 190,000 compounds, 0.055% hits | GST-Rab7 beads, fluorescent GTP binding, flow cytometry; actives lie on both sides; untreated = 100%, excess cold GTP = 0% | GTP binding activity (percent of control), % at 10 µM;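 active means fluorescent GTP binding to Rab7 beads changed by at least 20 points from the 100% baseline, either direction, mostly lower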;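 further: median green fluorescence of bound Bodipy-FL-GTP per Rab7 bead population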
ABCB1 block: inhibitors of human ABCB1 transporter, ABCG2 counter-screen; CCRF-Adr cells, JC-1 efflux, flow cytometry; P08183; AID 1326; inhibition, % at 6.6 µM; 190,000 compounds, 0.067% hits; in the data active means inhibition above about 40%;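 further: 0% = vehicle and 100% = reference inhibitor; higher value means more JC-1 retained so stronger ABCB1 efflux block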
HRas wt GTP: human HRas wildtype GTP binding, change in either direction; P01112; GST-Ras wt beads, Bodipy-FL-GTP binding, flow cytometry; actives lie on both sides; GTP binding activity, % at 10 µM; 190,000 compounds, 0.14% hits;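 active means GTP binding activity at least 20% away from the 100% baseline, either lowered as inhibitor or raised as activator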;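 further: 0% = unlabeled GTP competition control and 100% = no-compound control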
ABCG2 inh: inhibitors of human ABCG2 transporter, ABCB1 counter-screen. inhibition, % at 6.6 µM. AID 1325. IgMXP3 cells, JC-1 efflux, flow cytometry. 190,000 compounds, 0.1% hits. Q9UNQ0;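 active means inhibition above 80%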;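 further: 0% = DMSO and 100% = nicardipine control wells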
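Test system: IgMXP3 (ABCG2) plus far-red-tagged CCRF-Adr (ABCB1) cells / Amount: 3 million cells/mL in well / Reagent: JC-1 transporter substrate / Timing: 10 min compound exposure, 25 °C / Signal: flow cytometry, 530 nm JC-1 signal / Read-out: percent efflux inhibition, scaled nicardipine 100% to DMSO 0% / Benchmarks: nicardipine as high control, DMSO as low control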
* = called active by the depositor; · = not tested or not shown.

cpd	canonical_smiles	Cdc42 wt	Rac1 wt modul	Pf gamet viab	Avidin bead fluor	ABCB1 block	Mcl1-Noxa inh
1	Cc1ccc(NC(=O)Cc2ncc(C(F)(F)F)cc2Cl)cc1Cl	101	100	-26	6	0.5	10
2	Cc1ccc(NC(=O)CN(C)C(=O)CSc2ncc(C(F)(F)F)cc2Cl)cc1	99	101	-9	12	0.9	9
3	CCOC(=O)c1cc(-c2ccco2)nn1-c1ccc(C)cc1	96	101	·	9	0.0	6
4	O=C(CNC(=O)OCc1ccccc1)NC1CCCCCCC1	102	108	·	8	0.5	1
5	COC(=O)c1ccccc1NC(=O)c1cnn2cccnc12	97	97	23	11	0.4	-2
6	CCOC(=O)/C=C1\SCC(=O)N1CC(=O)NC12CC3CC(CC(C3)C1)C2	99	101	-11	25	1.2	-11
7	O=C(NC1CCCCC1)C1Cc2ccccc2CN1S(=O)(=O)c1ccc(F)cc1 (stereo not given)	101	104	-19	7	1.0	-3
8	CCCOC(=O)CSc1nnc(-c2cc(OC)c(OC)c(OC)c2)o1	102	102	·	8	0.2	17
9	COc1ccc(/C=N\N=C2/SC(CC(=O)O)C(=O)N2c2ccc(O)cc2)cc1 (stereo not given)	97	99	·	14	3.3	7
10	CSc1cc(-c2ccccc2)n(C)c(=O)c1C#N	92	96	-1	30	0.1	-19
11	CCN(CC)CCn1c(NCc2cc(OC)ccc2OC)nc2ccccc21	102	104	·	24	0.2	48
12	Cc1onc(-c2ccccc2)c1-c1nc2ccccc2c(=O)o1	95	100	·	13	-2.5	11
13	CCN(CC)CCCNC(=O)CSc1nc(-c2ccc(F)cc2)cc(C(F)(F)F)n1	98	92	-10	10	0.4	3
14	Cc1ccc2c(CN3CCN(CCO)CC3)cc(=O)oc2c1C	100	98	·	14	1.1	-1
15	CC(OCc1ccccc1)C(NC(=O)OC(C)(C)C)C(=O)NCC1CCCO1 (stereo not given)	100	102	·	1	0.3	9

cpd	Rab7 wt GTP bind	Rac1 mut GTP	ABCG2 inh	Rab2A wt mod	HRas wt GTP
1	99	99	2	101	101
2	99	97	6	98	97
3	93	99	4	97	97
4	101	102	2	104	102
5	97	96	6	96	95
6	100	96	13	99	97
7	100	100	1	104	104
8	103	99	1	101	103
9	104	98	1	99	100
10	95	95	5	95	94
11	100	99	0	101	102
12	97	96	63	96	95
13	96	93	2	95	94
14	99	96	3	97	100
15	96	100	1	98	101

Next section.
cpd	canonical_smiles	Cdc42 wt	Rac1 wt modul	Pf gamet viab	Avidin bead fluor	ABCB1 block	Mcl1-Noxa inh
16	Cc1ccc(NC(=O)C2COc3ccccc3O2)nc1 (stereo not given)	104	106	12	3	0.2	10
17	O=C(Cc1ccc(Cl)cc1)Nc1ccc(S(=O)(=O)Nc2cnc3ccccc3n2)cc1	93	97	8	17	0.8	19
18	COc1cc(C(=O)NCc2nnc(SCC(=O)NCc3ccccc3)o2)cc(OC)c1OC	99	97	-27	4	0.0	3
19	O=C(CN(c1ccccc1)S(=O)(=O)c1ccccc1)N/N=C/c1ccc(OC2CSC2)cc1	96	99	·	23	1.9	8
20	COc1ccc(CC(=O)NNC(=S)Nc2ccc(Br)cc2)cc1	96	98	-4	2	-0.4	-32
21	O=C(O)CSCc1nc2ccccc2s1	99	103	·	11	-0.1	8
22	Cc1nnc(Sc2c(N)n(C)c(=O)n(C)c2=O)s1	99	97	19	9	0.4	-2
23	CC(C)(C)c1ccc(C(=O)NCC(=O)OCC(=O)c2ccc3c(c2)-c2ccccc2C3)cc1	98	107	·	10	-2.9	-65
24	CCCOC(=O)c1ccc(OCC(O)CN2CCN(C(=O)c3ccccc3)CC2)cc1 (stereo not given)	104	108	·	24	0.4	17

cpd	Rab7 wt GTP bind	Rac1 mut GTP	ABCG2 inh	Rab2A wt mod	HRas wt GTP
16	98	102	0	105	100
17	101	92	1	96	98
18	97	97	0	98	99
19	98	94	53	93	96
20	96	95	-1	95	95
21	93	100	0	96	99
22	97	100	1	102	100
23	102	96	0	100	97
24	104	98	1	103	105

Part of the list above in order of molar mass, smallest number first:
cpd	canonical_smiles	Cdc42 wt	Rac1 wt modul	Pf gamet viab	Avidin bead fluor	ABCB1 block	Mcl1-Noxa inh
21	O=C(O)CSCc1nc2ccccc2s1	99	103	·	11	-0.1	8
22	Cc1nnc(Sc2c(N)n(C)c(=O)n(C)c2=O)s1	99	97	19	9	0.4	-2
12	Cc1onc(-c2ccccc2)c1-c1nc2ccccc2c(=O)o1	95	100	·	13	-2.5	11
14	Cc1ccc2c(CN3CCN(CCO)CC3)cc(=O)oc2c1C	100	98	·	14	1.1	-1
15	CC(OCc1ccccc1)C(NC(=O)OC(C)(C)C)C(=O)NCC1CCCO1 (stereo not given)	100	102	·	1	0.3	9
20	COc1ccc(CC(=O)NNC(=S)Nc2ccc(Br)cc2)cc1	96	98	-4	2	-0.4	-32
9	COc1ccc(/C=N\N=C2/SC(CC(=O)O)C(=O)N2c2ccc(O)cc2)cc1 (stereo not given)	97	99	·	14	3.3	7
24	CCCOC(=O)c1ccc(OCC(O)CN2CCN(C(=O)c3ccccc3)CC2)cc1 (stereo not given)	104	108	·	24	0.4	17
23	CC(C)(C)c1ccc(C(=O)NCC(=O)OCC(=O)c2ccc3c(c2)-c2ccccc2C3)cc1	98	107	·	10	-2.9	-65
13	CCN(CC)CCCNC(=O)CSc1nc(-c2ccc(F)cc2)cc(C(F)(F)F)n1	98	92	-10	10	0.4	3
17	O=C(Cc1ccc(Cl)cc1)Nc1ccc(S(=O)(=O)Nc2cnc3ccccc3n2)cc1	93	97	8	17	0.8	19
18	COc1cc(C(=O)NCc2nnc(SCC(=O)NCc3ccccc3)o2)cc(OC)c1OC	99	97	-27	4	0.0	3
19	O=C(CN(c1ccccc1)S(=O)(=O)c1ccccc1)N/N=C/c1ccc(OC2CSC2)cc1	96	99	·	23	1.9	8

cpd	Rab7 wt GTP bind	Rac1 mut GTP	ABCG2 inh	Rab2A wt mod	HRas wt GTP
21	93	100	0	96	99
22	97	100	1	102	100
12	97	96	63	96	95
14	99	96	3	97	100
15	96	100	1	98	101
20	96	95	-1	95	95
9	104	98	1	99	100
24	104	98	1	103	105
23	102	96	0	100	97
13	96	93	2	95	94
17	101	92	1	96	98
18	97	97	0	98	99
19	98	94	53	93	96

Screening data: PubChem, several laboratories
